G9a block – blocks human histone lysine methyltransferase G9a. AID 504332. 8.8% of 350,000 active. G9a H3K9 monomethylation, AlphaScreen, 2 h. Potency, µM (highest dose often 102 µM), without a hit: top-dose activity, negative = inhibition, actives largely listed as inhibitors. Q96KQ7; also: potency is read from the fitted curve at half-maximal effect; % is scaled to controls: 0 for no effect and ±100 for the full control effect; nearly all actives have a fitted effect of over 75% in size
Target sequence (Q96KQ7 913-1193 limits assumed): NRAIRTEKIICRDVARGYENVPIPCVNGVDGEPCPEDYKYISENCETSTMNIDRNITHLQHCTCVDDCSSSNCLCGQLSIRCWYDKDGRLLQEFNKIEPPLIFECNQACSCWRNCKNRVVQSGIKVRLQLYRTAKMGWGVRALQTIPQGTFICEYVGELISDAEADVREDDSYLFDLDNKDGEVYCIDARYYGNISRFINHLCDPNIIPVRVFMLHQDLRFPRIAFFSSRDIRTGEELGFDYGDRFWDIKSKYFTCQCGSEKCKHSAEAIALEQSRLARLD
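G9a (20 nM) preincubated 15 min RT with compounds, then 500 nM biotinylated H3K9 peptide and 20 uM SAM added; 2 h RT reaction. Monomethyl-H3K9 product detected by AlphaScreen with anti-H3K9me1 antibody, streptavidin donor and anti-rabbit IgG acceptor beads.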
12-LOX inh – inhibitors of human 12S-lipoxygenase ALOX12 | P18054 | purified 12hLO, xylenol orange hydroperoxide absorbance | Potency, µM (doses to about 108 µM), inactives show at the highest dose activity change, negative = inhibition, most hits filed as inhibitors | 1.1% of 580,000 active; also: potency is read from the fitted curve at half-maximal effect; % is scaled to controls: 0 for no effect and ±100 for the full control effect
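Purified human 12hLO at 150 nM in 25 mM Hepes, 0.01% Triton X-100, pH 7.0, preincubated 15 min at room temperature with compound. Reaction started with 40 uM arachidonic acid, 30 min at room temperature. Hydroperoxide measured by Fe-xylenol orange, 573/405 nm absorbance ratio.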
ERG Ets-DNA blk – ERG Ets/DNA interaction inhibition | P11308 | fluorescence polarization, His-ERG Ets domain / labelled DNA | Potency, µM (titrated, usually from 76.9 µM), inactives show at the top dose FP activity, negative = inhibition, hits mostly inhibitors | 0.028% of 370,000 active | AID 624246; active = well fitted inhibition curve with a large enough effect in the polarisation, with a control signal flat; inconclusive = small, poorly fitted or top-dose-only effect, or effect the other way, or a change in a side signal; inactive = no such curve, though single readings can be large or run the other way; the % refers to the polarisation;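 also: polarization taken with two DNA probes labelled with fluorescein and Texas red; potency is read from the fitted curve at half-maximal effect; % of control where 0% means no effect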
Target sequence (P11308 whole entry, looked up, the tested form may be a part): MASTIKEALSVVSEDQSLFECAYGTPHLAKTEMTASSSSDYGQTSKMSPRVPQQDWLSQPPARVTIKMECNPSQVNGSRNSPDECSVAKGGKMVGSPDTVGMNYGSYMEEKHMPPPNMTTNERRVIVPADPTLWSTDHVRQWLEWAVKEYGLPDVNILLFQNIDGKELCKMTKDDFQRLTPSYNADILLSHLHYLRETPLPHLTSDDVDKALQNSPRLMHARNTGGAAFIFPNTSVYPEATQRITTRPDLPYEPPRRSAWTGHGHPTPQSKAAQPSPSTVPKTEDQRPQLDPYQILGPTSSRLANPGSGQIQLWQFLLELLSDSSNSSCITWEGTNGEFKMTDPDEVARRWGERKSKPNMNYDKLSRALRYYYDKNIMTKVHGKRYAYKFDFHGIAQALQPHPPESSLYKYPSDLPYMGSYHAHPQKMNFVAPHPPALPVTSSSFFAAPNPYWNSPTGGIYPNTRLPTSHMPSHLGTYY
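His-tagged ERG Ets domain (1 uM in the protein solution; 300mM KCl, 50mM Tris-HCl, 1mM EDTA, 1mM DTT, pH 7.5) received compound, then a probe mix of 5 nM fluorescein-DNA and 100nM Texas-615-DNA. Fluorescence polarization was read for both dyes.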
RGS4 inh – blocks human RGS4-accelerated GTP hydrolysis; P49798; Transcreener GDP fluorescence polarization, RGS4-accelerated GTP hydrolysis; Potency, µM (doses to about 114 µM), for the others: at the top dose activity change, negative = inhibition, most hits filed as inhibitors; 0.039% of 390,000 active; also: potency is read from the fitted curve at half-maximal effect; % is scaled to controls: 0 for no effect and ±100 for the full control effect; nearly all actives have a fitted effect of over 75% in size; some results filed as inactive show a strong effect at the top dose
Target sequence (P49798 whole entry, looked up): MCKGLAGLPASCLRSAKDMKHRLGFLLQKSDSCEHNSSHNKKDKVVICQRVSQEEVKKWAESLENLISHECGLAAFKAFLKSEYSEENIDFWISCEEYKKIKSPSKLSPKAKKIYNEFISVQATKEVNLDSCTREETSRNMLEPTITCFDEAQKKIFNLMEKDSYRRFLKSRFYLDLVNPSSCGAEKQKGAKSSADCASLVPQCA
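MLSMR compounds (23 nl, pin-transferred) preincubated 10 min at room temperature with a 500nM (2x) first reagent, then RGS4 at 900nM (2x) plus Transcreener GDP mix added; fluorescence polarization (620/688 nm) read before and after 90 min at 30 °C.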
JMJD2A Tudor inh – blocks the human JMJD2A Tudor domain; 4.4% of 390,000 active; Potency, µM (top dose mostly 114 µM), inactives show at the top dose activity change, negative = inhibition, most hits filed as inhibitors; O75164; AlphaScreen JMJD2A-Tudor / H3K4me3 peptide binding; AID 504339; also: potency is read from the fitted curve at half-maximal effect; % is scaled to controls: 0 for no effect and ±100 for the full control effect; nearly all actives have a fitted effect of over 50% in size
PI4K2A block – PI4K2A (human) kinase inhibition; 0.13% of 420,000 active; AID 1346378; purified PI4K2A, ADP-Glo luminescence, 1 h; active compounds read low; activity change, negative = inhibition, % at 76.9 µM; Q9BTU6; in the data active = activity change below about -50%; inconclusive = mostly about -30% to -49%;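 also: -100% = wells without enzyme as full effect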
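Compounds are screened against recombinant PI4K2A using PI as substrate and ATP, the latter dispensed at 300 microM. Reactions run one hour at ambient temperature before ADP-Glo detection; full inhibition defined by wells lacking enzyme.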
GLS inh – inhibitors of human glutaminase (GLS); 0.21% of 410,000 active; GLS enzymatic activity, qHTS titration; Potency, µM (top dose mostly 45.5 µM), inactives show at the highest dose activity change, negative = inhibition, usual class: inhibitors; O94925; also: potency is read from the fitted curve at half-maximal effect; % is scaled to controls: 0 for no effect and ±100 for the full control effect
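Two-point fluorescence kinetic (t0, 30 min RT) for hKGA; glutamate detected via glutamate oxidase–HRP–Amplex Red. Substrate: 1 mM L-glutamine solution; buffer 45 mM KH2PO4, pH 8.2.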
HP1b binding inh – blocks HP1-beta chromodomain binding to methylated histone tails. P83916. AlphaScreen HP1-beta / biotin-H3K9me3 peptide binding. Potency, µM (highest dose often 114 µM), without a hit: top-dose activity change, negative = inhibition, actives largely listed as inhibitors. 0.56% of 390,000 active. AID 540317; also: potency is read from the fitted curve at half-maximal effect; nearly all actives have a fitted effect of over 70% in size; inactives centre near 23
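AlphaScreen: HP1-beta (50 nM) preformed 30 min with biotin-H3(1-18)K9me3 peptide (50 nM) in PBS pH 7.4, 0.01% Tween-20. Compound added for 30 min at RT, then streptavidin donor/nickel chelate acceptor beads (10 ug/mL) for 30 min.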
BAZ2B inh – BAZ2B (human) inhibition. Potency, µM (series often up to 114 µM), for the others: at the top dose activity change, negative = inhibition, actives largely listed as inhibitors. AlphaScreen BAZ2B-H3K14Ac peptide displacement. 4.4% of 360,000 active. AID 504333. Q9UIF8; also: potency is read from the fitted curve at half-maximal effect; % is scaled to controls: 0 for no effect and ±100 for the full control effect; nearly all actives have a fitted effect of over 60% in size
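Multi-concentration screen (max 110 uM) measuring displacement of acetylated histone H3 peptide from BAZ2B by AlphaScreen, using 50 nM protein, 50 nM peptide and 10 ug/mL streptavidin donor plus Ni-chelate acceptor beads.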
An asterisk follows results filed as active; & = joins results of further samples; ! = not active in a repeat; [ ] = remark or other dose. Unless noted, calls follow the shape of the dose curve; as a rule, active = well fitted curve in the direction sought with a large enough effect; inconclusive = small, poorly fitted or top-dose-only effect, or another doubt; inactive = no such curve, though single readings can be large; an effect the other way counts as inactive or inconclusive. The list is partial, so the mix of outcomes need not match the whole.

How did CCc1ccc(NC(=O)COc2coc(CN3CCN(c4ccccc4)CC3)cc2=O)cc1 do in these assays?
G9a block: 7.1%; 12-LOX inh: -23.1%; ERG Ets-DNA blk: 1.2%; RGS4 inh: 17.0%; JMJD2A Tudor inh: -8.1%; PI4K2A block: 3.5; GLS inh: 7.6%; HP1b binding inh: 9.5%; BAZ2B inh: 4.2%

Results for Cc1ccc(CNC(=O)c2cnc(N3CCCC3)nc2C)cc1 ?
G9a block: 8.7%[59 µM]; 12-LOX inh: -5.4%; ERG Ets-DNA blk: -1.5%; RGS4 inh: -7.4%; JMJD2A Tudor inh: -13.6%; PI4K2A block: 3.6; GLS inh: -0.7%; HP1b binding inh: -1.8%; BAZ2B inh: -2.2%

What do the screens show for `CCC(=O)N1CCN(c2nc(-c3ccc(Cl)cc3)cs2)CC1`?
G9a block: inconclusive; 12-LOX inh: inconclusive; ERG Ets-DNA blk: 2.9%; RGS4 inh: -24.5%[11.4 µM]; JMJD2A Tudor inh: -16.0%[11.4 µM]; PI4K2A block: 4.6; GLS inh: 14.7%; HP1b binding inh: -36.6%; BAZ2B inh: inconclusive

How did Cn1cc(S(=O)(=O)c2cccc(Cl)c2)c(=O)c2cc(F)c(N3CCCCC3)cc21 do in these assays?
G9a block: -3.5%[59 µM]; 12-LOX inh: inconclusive; ERG Ets-DNA blk: 1.4%; RGS4 inh: -15.8%; JMJD2A Tudor inh: 2.0%; PI4K2A block: 4.9; GLS inh: -0.6%; HP1b binding inh: 40.5%[activator]; BAZ2B inh: 3.7%

Results for C/C(=N\NC(=O)c1c([N+](=O)[O-])c(C)nn1C)c1ccc(NC(=O)C2CCCC2)cc1 ?
G9a block: 19.3%; 12-LOX inh: 1.9%; ERG Ets-DNA blk: -8.1%; RGS4 inh: -20.2%; JMJD2A Tudor inh: -23.3%; PI4K2A block: 5.5; GLS inh: 0.9%; HP1b binding inh: 22.4%; BAZ2B inh: -16.7%

What do the screens show for `Cc1ccc(NC(=O)CSCC(=O)N2CCOCC2)cc1`?
G9a block: 8.6%[59 µM]; 12-LOX inh: -4.8%; ERG Ets-DNA blk: 3.3%; RGS4 inh: -10.4%; JMJD2A Tudor inh: -13.4%; PI4K2A block: -0.3; GLS inh: -1.5%; HP1b binding inh: 32.4%; BAZ2B inh: -3.3%

What do the screens show for `N#Cc1ccc(CN2CCN(CC(=O)NCCc3ccc(Cl)cc3Cl)CC2)cc1`?
G9a block: inconclusive; 12-LOX inh: inconclusive; ERG Ets-DNA blk: 6.9%; RGS4 inh: -29.3%; JMJD2A Tudor inh: -19.9%; PI4K2A block: 14.4; GLS inh: 0.3%; HP1b binding inh: 39.6%[activator]; BAZ2B inh: 13.5%

What do the screens show for `CN(Cc1ccccc1)C(=O)CSc1nc2c(c(C(F)(F)F)n1)CCc1ccccc1-2`?
12-LOX inh: inconclusive; ERG Ets-DNA blk: -0.6%; RGS4 inh: 41.8%; JMJD2A Tudor inh: 2.3%; PI4K2A block: -8.2; GLS inh: 3.9%; HP1b binding inh: 38.7%

Results for CCOC(=O)c1ccc(NC(=O)CN2C(=O)CSCC2=O)cc1 ?
G9a block: inconclusive; 12-LOX inh: 4.1%; ERG Ets-DNA blk: -3.0%; RGS4 inh: -19.1%; JMJD2A Tudor inh: -15.7%; PI4K2A block: 3.1; GLS inh: -0.5%; HP1b binding inh: 36.0%; BAZ2B inh: 1.8%

What do the screens show for `CCCN(C(=O)CCSc1ccc(F)cc1)c1c(N)n(Cc2ccccc2)c(=O)[nH]c1=O`?
12-LOX inh: -8.8%; ERG Ets-DNA blk: 0.9%; RGS4 inh: 1.9%; JMJD2A Tudor inh: -8.8%; PI4K2A block: -7.9; GLS inh: -0.4%; HP1b binding inh: 14.9%; BAZ2B inh: -4.7%

How did c1coc(-c2cc(C3CCNCC3)[nH]n2)c1 do in these assays?
G9a block: inconclusive; 12-LOX inh: 0.2%; ERG Ets-DNA blk: 7.2%; RGS4 inh: -6.2%; JMJD2A Tudor inh: -12.4%; PI4K2A block: -3.4; GLS inh: -5.4%; HP1b binding inh: -12.7%; BAZ2B inh: -15.6%

What do the screens show for `Cc1cccc(NC2=NC(=S)N(CC#N)C23CCCCC3)c1`?
G9a block: 5.7%[59 µM]; 12-LOX inh: -18.0%; ERG Ets-DNA blk: -3.8%; RGS4 inh: -17.2%; JMJD2A Tudor inh: -2.9%; PI4K2A block: 3.5; GLS inh: -10.1%; HP1b binding inh: 54.7%[activator]; BAZ2B inh: 5.4%

Results for Oc1ccc(/C=N/NC2=NCCCCC2)cc1 ?
G9a block: 39.8µM*; 12-LOX inh: 0.3%; RGS4 inh: 16.8%; JMJD2A Tudor inh: -11.7%; PI4K2A block: -1.3; GLS inh: 7.6%; HP1b binding inh: 32.2%[activator]; BAZ2B inh: 0.6%

What do the screens show for `CCN(C(=O)CCc1nc(-c2ccc(OC)cc2)no1)c1cc(OC)ccc1OC`?
G9a block: 12.0%[59 µM]; 12-LOX inh: 0.0%; ERG Ets-DNA blk: -4.0%; RGS4 inh: -7.7%; JMJD2A Tudor inh: -20.9%; PI4K2A block: -6.0; GLS inh: 5.7%; HP1b binding inh: 16.8%; BAZ2B inh: 10.0%

What do the screens show for `COC(=O)C1=C(C)N(Cc2ccccc2)C(=NCC(C)C)N[C@H]1c1ccccc1`?
G9a block: 50.1µM*!; ERG Ets-DNA blk: 0.4%; RGS4 inh: -9.2%; JMJD2A Tudor inh: -32.4%; PI4K2A block: -0.6; GLS inh: -6.7%; HP1b binding inh: -7.2%; BAZ2B inh: 5.9%&-38.1%

How did Cc1cc(Nc2cccc(F)c2)n2nc(C)nc2n1 do in these assays?
G9a block: inconclusive; 12-LOX inh: 8.0%[57.4 µM]; ERG Ets-DNA blk: -4.5%; RGS4 inh: -3.7%; JMJD2A Tudor inh: -12.7%; PI4K2A block: -4.0; GLS inh: 0.2%; HP1b binding inh: 59.5%[activator]; BAZ2B inh: -0.8%

What do the screens show for `CC(C)(C)n1ncc2c(=O)n(CC(=O)NC3CCCCC3)cnc21`?
G9a block: -1.8%[59 µM]; 12-LOX inh: -1.8%; ERG Ets-DNA blk: 0.0%; RGS4 inh: -0.5%; JMJD2A Tudor inh: -12.2%; PI4K2A block: -2.1; GLS inh: -0.6%; HP1b binding inh: 14.5%; BAZ2B inh: -0.5%

How did ClC(Cl)(Cl)c1nc2ccccc2n2nncc12 do in these assays?
G9a block: inconclusive; 12-LOX inh: -2.6%; ERG Ets-DNA blk: 2.2%; RGS4 inh: -1.0%; JMJD2A Tudor inh: -15.2%; PI4K2A block: -21.8; GLS inh: 11.2µM*; HP1b binding inh: 19.5%; BAZ2B inh: 3.3%

Results for O=C(NC(=S)N1CCN(Cc2ccc3c(c2)OCO3)CC1)c1cccc(Br)c1 ?
G9a block: 8.8%[59 µM]; 12-LOX inh: -29.6%; ERG Ets-DNA blk: -22.3%; RGS4 inh: -29.9%; JMJD2A Tudor inh: inconclusive; PI4K2A block: 0.4; GLS inh: 1.1%; HP1b binding inh: -9.6%; BAZ2B inh: 25.1µM*

Results for O=C(Cn1cc(C(F)(F)F)ccc1=O)Nc1cc(S(=O)(=O)N2CCOCC2)ccc1Cl ?
G9a block: 14.6%[59 µM]; 12-LOX inh: -22.2%; ERG Ets-DNA blk: -3.3%; RGS4 inh: -7.3%; JMJD2A Tudor inh: 4.2%; PI4K2A block: 3.2; GLS inh: -4.8%; HP1b binding inh: 40.0%[activator]; BAZ2B inh: 9.4%

What do the screens show for `CC1CN(CC(=O)Nc2cccc(C(=O)Nc3cccc(C(F)(F)F)c3)c2)CC(C)O1` (configuration not stated)?
G9a block: 4.9%[59 µM]; 12-LOX inh: 18.6%; ERG Ets-DNA blk: -7.2%; RGS4 inh: 34.5%[11.4 µM]; JMJD2A Tudor inh: -28.2%[11.4 µM]; PI4K2A block: 3.6; GLS inh: -18.4%; HP1b binding inh: 47.2%[activator]; BAZ2B inh: 10.4%

Results for CCCCSc1nc2c([nH]1)c(=O)n(C)c(=S)n2C ?
12-LOX inh: inconclusive; RGS4 inh: -8.5%; JMJD2A Tudor inh: -8.3%; PI4K2A block: -7.3; GLS inh: 13.1%; HP1b binding inh: 22.9%

Results for Cc1cc(Cn2nnc(-c3ccc(Br)cc3)n2)cc(C)c1O ?
G9a block: 12.4%[12.7 µM]; 12-LOX inh: inconclusive; RGS4 inh: -14.0%; JMJD2A Tudor inh: 0.7%; PI4K2A block: -4.0; GLS inh: -6.2%; HP1b binding inh: 43.9%; BAZ2B inh: -4.5%

Results for CN(C)C1NC(=O)c2cc(-c3ccccc3)sc2N1 (configuration not stated) ?
G9a block: inconclusive; 12-LOX inh: 10.6%; ERG Ets-DNA blk: -2.2%; RGS4 inh: -17.6%; JMJD2A Tudor inh: inconclusive; PI4K2A block: -2.1; GLS inh: 24.4%; HP1b binding inh: -14.3%; BAZ2B inh: 50.1µM*

Results for CCOn1c(=O)c(-c2cc3ccccc3o2)[n+]([O-])c2ccccc21 ?
G9a block: 20.9%[12.7 µM]; ERG Ets-DNA blk: -6.0%; RGS4 inh: -5.6%[11.4 µM]; JMJD2A Tudor inh: -19.1%[11.4 µM]; PI4K2A block: -6.2; GLS inh: 21.6%; HP1b binding inh: 9.8%; BAZ2B inh: 4.4%

Bioassay records deposited in PubChem BioAssay by National Center for Advancing Translational Sciences (NCATS).
